LGR2 antag – inhibitors of bursicon-induced LGR2 CRE-luciferase signal, primary screen, cell-based, HEK293, CRE-luciferase reporter, bursicon stimulation. bursicon-stimulated, 4 h. hit rate 0.35% among 380,000. inhibition, % at 9.99 µM;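 active = drop in luminescence signal, shown as inhibition above about 50% in the replicate tests, limit read from the data, passing the limit was not always enough; inconclusive = probably only some replicates passing the limit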;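 also: agonist challenge used bursicon conditioned medium at about half maximal strength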
SIRT5 inh – SIRT5 desuccinylase inhibitors, primary screen, biochemical, fluorescence imaging, single point, set 5; NAD-dependent protein deacylase sirtuin-5, mitochondrial (Homo sapiens), Q9NXA8; inhibition, % at 15 µM; AID 652115, 2013; hit rate 1.1% among 330,000; Purified SirT5, succinyl-peptide AMC, trypsin-coupled fluorescence; in the data active = inhibition above about 15%; inconclusive = no clear call, values can overlap the other calls
Target sequence (Q9NXA8 whole entry, looked up): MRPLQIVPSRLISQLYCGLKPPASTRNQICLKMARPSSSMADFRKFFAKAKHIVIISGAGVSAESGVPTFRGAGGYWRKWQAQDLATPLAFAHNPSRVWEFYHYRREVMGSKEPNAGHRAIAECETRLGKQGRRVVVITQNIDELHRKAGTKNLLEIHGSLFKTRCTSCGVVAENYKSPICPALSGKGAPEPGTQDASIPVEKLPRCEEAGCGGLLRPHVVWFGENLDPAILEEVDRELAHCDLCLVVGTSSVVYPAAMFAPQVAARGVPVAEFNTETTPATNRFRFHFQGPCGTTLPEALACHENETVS
ARNT-TACC3 inh – disruptors of ARNT/TACC3 protein interaction, primary screen, biochemical, AlphaScreen, single concentration | inhibition, % at 9.99 µM | Transforming acidic coiled-coil-containing protein 3 (Homo sapiens), Q9Y6A5 | AlphaScreen His-ARNT PAS-B/GST-TACC3 binding, luminescence; TACC3 fragment carries E629A point mutation | hit rate 0.66% among 390,000;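 active = mean inhibition of replicates at least 50% and at least half of replicates each reaching 50%; inconclusive = half or more replicates reach 50% but mean below 50%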;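 also: 0% = complete ARNT plus TACC3 wells and 100% = ARNT alone without TACC3; many hits fall short of the cut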
CASP6 VEID inh – human caspase-6 inhibitors, primary screen, biochemical, VEID-R110 fluorescence, single point, set 2; P55212; purified caspase-6, Z-VEID-R110 cleavage fluorescence; inhibition, % at 12.5 µM; hit rate 0.53% among 350,000; AID 686996, 2013;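 active = mean inhibition across replicates at least about 35%, with every replicate also reaching that limit, limit read from the data; inconclusive = only one of the two criteria met; inactive = neither criterion met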;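 also: 0% = median of neutral control wells and 100% = no fluorescence left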
Target sequence (P55212 24-179 limits assumed): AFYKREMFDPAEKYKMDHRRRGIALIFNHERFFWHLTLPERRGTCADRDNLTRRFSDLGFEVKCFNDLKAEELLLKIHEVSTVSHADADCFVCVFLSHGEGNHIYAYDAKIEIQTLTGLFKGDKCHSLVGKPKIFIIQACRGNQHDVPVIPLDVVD
Target sequence (P55212 194-293 limits assumed): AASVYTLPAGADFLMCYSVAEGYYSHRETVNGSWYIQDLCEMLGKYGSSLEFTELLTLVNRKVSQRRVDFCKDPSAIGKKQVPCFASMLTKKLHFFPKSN
EWS-Fli inh – EWS/Fli-driven NR0B1 reporter inhibitors, primary screen, A673 cells, NR0B1 luciferase, luminescence, MLPCN library; inhibition, % at 12.6 µM; AID 651661, 2012; viability-normalised; hit rate 0.67% among 350,000;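 active = mean inhibition of at least 50% after viability correction, with every replicate also passing that limit; inconclusive = mean reaches 50% but only one of two replicates passes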;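 also: firefly luciferase signal divided by Alamar Blue viability fluorescence both relative to DMSO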
DENV2 CPE – inhibitors of DENV2 cytopathic effect, primary screen, cell-based, plate reader, single concentration | DENV2-infected cells, cytopathic effect rescue | CPE inhibition, % at 9.99 µM | hit rate 1.7% among 350,000 | AID 651640, 2012; in the data active = CPE inhibition above about 20%, passing the limit was not always enough; inconclusive = no clear call, values can overlap the other calls; tested in BHK-21 cells;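 also: 0% = median of neutral control wells and 100% = median of positive control wells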
PAX8 reporter – inhibitors of PAX8-driven TPO luciferase reporter, primary screen, RMG-I cells, single concentration; SteadyGlo, 24 h; inhibition, % at 12.6 µM; hit rate 1.2% among 360,000;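 active = mean replicate inhibition at least 60% with every replicate also reaching 60%; inconclusive = only one of the two criteria is met; inactive = mean below 60% and not all replicates reaching 60%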;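 also: luciferase light reporting Pax8 driven TPO promoter activity; plate controls were median of neutral control wells for no effect and mitoxantrone controls for full effect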
* = called active by the depositor; ? = inconclusive; / = not tested or not shown.

Molecule	LGR2 antag	SIRT5 inh	ARNT-TACC3 inh	CASP6 VEID inh	EWS-Fli inh	DENV2 CPE	PAX8 reporter
COc1ccc(/C=C(/NC(=O)c2ccccc2)C(=O)NCC2CCCO2)cc1 (stereo not given)	-10	1	-9	4	-1	6	12
CCC(=O)N1CCCCN2[C@H](C1)[C@H](c1ccc(C#CCOC)cc1)[C@@H]2CO	-5	3	-2	1	-8	-1	-4
O=C(O)c1ccsc1Cc1cccs1	-16	/	/	1	4	12	-11
COc1ccc(CNC(=O)C2CCN(C(=O)c3ccccc3)CC2)cc1	-1	2	-2	-5	10	10	10
CCCCc1cc(=O)oc2cc(OC3CCCCC3=O)ccc12 (stereo not given)	-4	-6	-1	-3	-6	-4	-9
C=CCn1cccc(C(=O)Nc2ccc(OC)cc2)c1=O	14	10	8	-3	-56	-7	-77
CCCCNC(=O)c1nn2c(C(F)(F)F)cc(-c3ccc(OC)cc3)nc2c1Br	-5	-7	-4	0	3	0	-6
COc1ccc(CCN(C)C/C=C/c2ccccc2)cc1OC	5	-3	-1	-8	7	0	5
Cc1cccc(COc2ccccc2C(=O)NC2CCC(O)CC2)c1 (stereo not given)	0	-2	0	10	1	-4	-2
COc1cccc(S(=O)(=O)N[C@@H]2C=C[C@@H](CC(=O)NCc3ccc(F)cc3)O[C@@H]2CO)c1	-3	-2	-1	-6	6	19	18
CC(C)(C)c1ccc(N2C(=O)CC(c3ccccc3)C2=O)cc1 (stereo not given)	7	-5	-4	0	-3	5	-5
C[C@@H]1CN([C@H](C)CO)C(=O)c2cc(NC(=O)Nc3cccc4ccccc34)ccc2O[C@@H](C)CCCCO[C@H]1CN(C)Cc1ccncc1	-13	2	5	-1	23	-6	/
CCCNC(=O)Nc1nc2ccccc2s1	-77	13	-5	1	-55	4	-29
CC(C)(C)OC(=O)N(Cc1ccccc1)Cc1ccccc1OCc1ccc(NC(=O)C2CCC2)cc1	6	1	-4	/	-48	28*	30
Cc1ccc(CNC(=O)c2ccc3c(=O)n4c(-c5ccc(C)cc5)csc4nc3c2)cc1	22	/	16	0	16	9	0
CC1CCN(S(=O)(=O)c2cc([N+](=O)[O-])ccc2Cl)CC1	16	6	/	-1	0	-11	-10
COc1ccc(N(CC(=O)NCc2ccccc2OC)S(=O)(=O)c2c(C)nn(C)c2C)cc1	9	-4	-5	3	5	-6	4
FC(F)(F)c1cnc(N2CCN(C(=S)NCc3ccccc3)CC2)c(Cl)c1	6	-4	0	5	4	-8	18
Cc1cccc(C)c1NC(=S)N/N=C1\CC2CC=CC12 (stereo not given)	-5	-3	0	5	3	0	0
COCCNc1nc(-c2cc(C)n(CCc3ccc(OC)cc3)c2C)cs1	2	-4	-2	0	11	-5	22
C/C(CC(=O)Nc1ccc2c(c1)OCCO2)=N\NC(=O)c1ccc([N+](=O)[O-])cc1Cl	-2	-2	4	-2	0	6	-6
CCc1ccc(/C=N\n2cnnc2)cc1	-5	-3	-3	1	3	2	1
CC(C)c1ccc(NS(=O)(=O)c2cccc3cccnc23)cc1	-15	-1	-6	-4	7	-1	15
CCN(CC(=O)N1CCCC1)S(=O)(=O)c1ccccc1	-9	2	-5	-1	-3	-2	10
CNc1nccc(-c2ccc(F)cc2)c1C#N	-6	-3	3	4	-8	9	0
O=C(O)Cc1ccc(-n2cccc2)cc1	-12	11	-9	70*	1	3	-6
O=C(CN1CCN(C(=O)c2ccccc2)CC1)Nc1ccccc1	8	0	0	5	1	-7	-41
Cc1ccc(-c2cc(=O)c3ccc(F)cc3[nH]2)cc1	-26	4	-14	1	-5	25*	3
S=c1[nH]c2cc(-c3ccccc3)ccc2o1	-14	12	-6	/	-16	-3	2
O=[N+]([O-])c1ccc(C2=Nc3cc(Cl)ccc3OC2)cc1	-4	7	3	9	-2	-2	-8
Cc1cc(C)c(-c2csc(NC(=O)c3n[nH]c(=O)c4ccccc34)n2)c(C)c1	8	/	-3	1	-15	-12	17
Cc1ccc(S(=O)(=O)N(C)c2ccc(OCC(=O)Nc3ccc(S(C)(=O)=O)cc3)cc2)cc1	1	-1	/	1	1	10	0
CC(C)[C@H](N)C(=O)NC[C@H](CC(=O)NC[C@H]1CC[C@H](C(=O)O)CC1)c1ccc(Cl)cc1	7	1	-5	0	-12	-5	7
C[C@@H]1CN([C@@H](C)CO)C(=O)Cc2cc(NC(=O)CCN3CCOCC3)ccc2O[C@@H]1CN(C)C	0	3	-24	0	2	-2	0
O=[N+]([O-])c1ccc(-c2ccc(/C=N/Nc3nc(N4CCCC4)nc(N4CCCC4)n3)o2)cc1	-3	-4	-11	0	40	-1	-2
NC(N)=N/N=C/c1ccc(Br)cc1	-17	-2	/	-1	56*	-1	-15
COc1ccc(C(=O)N2CCC(C)(C(=O)NS(=O)(=O)C3CC3)C2)cc1 (stereo not given)	5	/	/	1	-4	-2	14
O=C(C[C@@H]1C=C[C@@H](NC(=O)c2ccncc2)[C@@H](CO)O1)NCc1ccncn1	0	1	/	3	/	-5	/
COc1ccc(Cl)cc1Cn1c(C)c(C(=O)NCc2cccc(C(F)(F)F)c2)sc1=O	-5	/	/	0	2	-5	-2
Cc1ccc(C2=CSC3=NS(=O)(=O)CCN23)cc1	5	-4	50*	1	5	6	-23
COc1ccc(CCNC(=O)COc2cc(C)cc3oc(=O)cc(C)c23)cc1OC	8	-2	5	7	0	-2	4
CN(C)CC#Cc1ccc([C@@H]2[C@H](CO)N3C(=O)CN(C(=O)c4cccc(F)c4)C[C@@H]23)cc1	-5	-12	/	-8	0	-4	-22
Cc1ccc(/C=C/S(=O)(=O)NCCC(=O)NCc2ccccc2F)cc1	10	/	-9	-4	1	2	1
O=C(NS(=O)(=O)Nc1ccccc1)C1=C(N2CCCC2)COC1=O	-12	-2	-5	0	-1	-9	-24
COc1ccc(NC(=O)CN(Cc2ccco2)Cc2ccco2)cc1S(=O)(=O)N1CCCCC1	4	-1	/	-4	4	-4	24
FC(F)Oc1ccc(NC(=S)NCc2nc3ccccc3[nH]2)cc1	-13	1	10	1	0	-8	-12
Cc1ccc(S(=O)(=O)N2CCCC2CO)cc1 (stereo not given)	/	-5	-6	2	-3	0	/
CC(=O)N1C[C@@H](CO)[C@@H](N(C)C(=O)C(C)(C)C)C[C@H]1c1ccccc1	8	-2	/	3	0	-1	-3
Cc1cccc2cc(CN(C(=O)c3cnccn3)C3CCCCC3)c(Cl)nc12	4	2	6	1	-8	2	/
Cc1cccc(N2C(S)=C(C#N)C(=O)NC23CCCCC3)c1	-14	1	-7	1	-6	-3	12
CCOc1ccc(CCNC(=O)COC(=O)c2ccc(C)c([N+](=O)[O-])c2)cc1OCC	-10	-2	-7	1	/	2	-15
Cc1ccc(-c2c(C(=O)N/N=C/c3sccc3C)nnn2-c2nonc2N)cc1	10	2	11	-1	/	0	10
O=C(Nc1ccccc1)N[C@@H]1CC[C@@H](CCNS(=O)(=O)c2cccc(F)c2)O[C@@H]1CO	9	-2	-6	-1	-8	5	22
C[C@H]1CN([C@@H](C)CO)C(=O)c2cccc(NC(=O)C3CCOCC3)c2O[C@@H]1CN(C)Cc1ccc(-c2ccccc2)cc1	28	4	6	-2	1	5	-3
CO[C@@H](CN(C)Cc1nccs1)[C@@H](C)CN([C@H](C)CO)S(=O)(=O)c1ccc(C)cc1	-15	-2	-4	1	-1	1	/
CC(=O)c1c(C)nc(-c2cccc([N+](=O)[O-])c2)n1O	-1	3	1	0	8	11	7

Further structures
Molecule	LGR2 antag	SIRT5 inh	ARNT-TACC3 inh	CASP6 VEID inh	EWS-Fli inh	DENV2 CPE	PAX8 reporter
COc1ccc(NC(=O)N[C@H]2CC[C@@H](CCNS(=O)(=O)c3cccc(Cl)c3)O[C@H]2CO)cc1	-5	3	/	-2	14	?	1
Cc1nc(NCC2CC2)c2nnn(Cc3ccccc3)c2n1	8	2	-15	9	2	1	-10
CCCCCC(=O)N1C[C@@H](n2cc(-c3ccc(F)cc3)nn2)[C@H](O)C[C@@H]1c1ccc(OC)cc1	-1	1	/	5	6	19	8
CCCNC(=O)[C@H]1[C@H](CO)[C@H]2Cn3c(cccc3=O)[C@@H]1N2Cc1ccccc1	-19	11	8	1	6	-4	/
COc1ccccc1-c1sc2ccccc2c1-c1ccc(O)cc1	29	/	-2	-3	-1	-1	-6
COc1ccccc1-c1ccc2c(c1)[C@H]1[C@H](CCN1C(=O)C1CCOCC1)[C@H](CO)N2	-10	3	-8	-1	7	-8	-1
CCOc1ccccc1N1CCN(C(=O)CNC(=O)c2ccccc2F)CC1	8	-5	0	-4	-5	0	2
Cc1nn(-c2ccc(C(=O)O)cc2)c(C)c1Cl	2	-2	/	4	-7	1	-4
CC(C)Oc1ccc(CCNC(=O)C2CCC(=O)N(C3CCCCCC3)C2)cc1 (stereo not given)	3	-1	-4	0	/	-3	-2
CC(=O)c1ccc(-c2ccc(C(=O)NCC(c3ccco3)N(C)C)o2)cc1 (stereo not given)	-48	-9	6	0	-69	11	-194
Cc1onc(-c2ccccc2)c1C(=O)N1CCN(c2ccccc2)CC1	12	0	0	1	-5	-4	8
CC(C)(CNC(=O)CNC(=O)c1ccccc1F)N1CCOCC1	12	-3	/	-2	0	-6	-7
CC(C)NC(=O)Nc1ccc2c(c1)C(=O)N([C@@H](C)CO)C[C@@H](C)[C@H](CN(C)S(=O)(=O)c1ccc(Cl)cc1)OCCCC[C@@H](C)O2	9	1	-1	-1	-9	20	3
Cc1ccccc1CS(=O)(=O)Cc1ccc(C(=O)NCCCN2CCCC2=O)o1	1	0	0	-2	5	-3	43
COCC(=O)N(C)c1nnc(-c2ccc([N+](=O)[O-])cc2)s1	-8	-6	-22	2	/	-7	/
COc1ccc(/C(O)=C2/C(=O)C(=O)N(CCCN3CCOCC3)C2c2ccc(OC)cc2)cc1 (stereo not given)	/	81*	4	3	13	0	5
Cc1ccccc1C(=O)Nc1cccc(NC(=O)c2ncn[nH]2)c1	-5	-2	6	-1	1	10	-6

Source: PubChem
